IL2 activator: activates IL-2 in a cell-based reporter assay | hit rate 0.065% among 360,000 | IL-2 activation reporter assay, cell-based qHTS; stimulated with anti-CD3/CD4/CD28 beads; in transgenic mouse T cells | AID 652025 | activation, % (series mostly up to about 46 µM); in the data active = activation above about 50%; inconclusive = mostly about 30% to 49%; note: 0% is about no effect
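Unstimulated transgenic mouse T cells preincubated 60 min with compound, then stimulated with anti-CD3/anti-CD4-coated beads plus anti-CD28 for 18 h at 37 degrees C. IL-2 response read as EGFP and DsRed fluorescence by plate cytometry.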
PI5P4Ka inh: PI5P4K alpha (human) kinase inhibition | AID 652105 | hit rate 1.2% among 330,000 | PI5P4Kalpha enzyme, ADP-Glo luminescence, 60 min; active compounds read low | max response, %; active = max response of -50% or lower; inconclusive = between -30% and -50%; inactive = -30% or higher; note: value at the top dose of about 77 µM; % is set by controls: 0 for no effect and ±100 for the full control effect
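Enzyme plus substrate dispensed, test compounds pinned in, then ATP (5 microM final) added. After 60 min at RT, ADP-Glo reagent 1 for 45 min and reagent 2 for 30 min preceded luminescence imaging.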
PLK1 PBD inh: PLK1 (human) polo-box domain binding inhibition; P53350; hit rate 2.8% among 360,000; Plk1 PBD binding of FITC phosphopeptide, fluorescence polarization; Potency, µM, inactives show max response, negative = inhibition, actives largely listed as inhibitors; note: potency is the fitted concentration of half-maximal effect; series mostly up to about 57 µM; % is set by controls: 0 for no effect and ±100 for the full control effect; nearly all actives have a fitted effect of over 65% in size
EPAC2 agonist: agonists of human EPAC2 (RAPGEF4) | Q8WZA2 | EPAC2 activation, biochemical qHTS; response scale: 100% = 6.5 mM cAMP response | Potency, µM (highest dose often 154 µM), inactives show at the highest dose activation, usual class: activators | hit rate 0.079% among 360,000 | AID 720711; note: potency is the fitted concentration of half-maximal effect; nearly all actives have a fitted effect of over 50% in size
Target sequence (Q8WZA2 whole entry, looked up): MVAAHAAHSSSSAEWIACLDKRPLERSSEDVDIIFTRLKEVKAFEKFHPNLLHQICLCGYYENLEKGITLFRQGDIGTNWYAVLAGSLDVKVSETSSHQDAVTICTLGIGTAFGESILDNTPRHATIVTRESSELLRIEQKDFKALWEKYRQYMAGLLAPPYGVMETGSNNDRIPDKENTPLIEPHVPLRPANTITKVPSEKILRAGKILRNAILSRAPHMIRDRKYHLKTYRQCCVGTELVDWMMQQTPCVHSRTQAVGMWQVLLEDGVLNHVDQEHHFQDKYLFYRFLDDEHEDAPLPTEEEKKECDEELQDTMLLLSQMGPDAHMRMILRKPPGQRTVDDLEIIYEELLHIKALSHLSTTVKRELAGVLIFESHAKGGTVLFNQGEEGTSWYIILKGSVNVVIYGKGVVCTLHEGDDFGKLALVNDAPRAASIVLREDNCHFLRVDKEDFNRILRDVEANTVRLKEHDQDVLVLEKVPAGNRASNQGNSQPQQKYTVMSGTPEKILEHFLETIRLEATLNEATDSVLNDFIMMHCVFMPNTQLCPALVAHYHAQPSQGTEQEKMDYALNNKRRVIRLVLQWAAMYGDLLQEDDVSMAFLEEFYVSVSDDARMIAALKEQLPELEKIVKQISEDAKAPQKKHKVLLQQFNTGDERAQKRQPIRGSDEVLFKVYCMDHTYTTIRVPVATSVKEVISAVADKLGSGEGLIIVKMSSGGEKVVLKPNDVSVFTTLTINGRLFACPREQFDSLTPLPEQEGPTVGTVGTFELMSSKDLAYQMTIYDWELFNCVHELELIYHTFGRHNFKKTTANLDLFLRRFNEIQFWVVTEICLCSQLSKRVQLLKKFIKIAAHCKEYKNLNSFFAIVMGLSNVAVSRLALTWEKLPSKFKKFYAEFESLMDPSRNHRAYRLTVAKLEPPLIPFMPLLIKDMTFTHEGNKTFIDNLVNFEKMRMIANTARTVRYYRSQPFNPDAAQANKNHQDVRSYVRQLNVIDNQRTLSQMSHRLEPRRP
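Each well held 100 nM EPAC2, 250 nM RAP1B-BODIPY-GDP and 50 uM GDP. Fluorescence, read at 5-min intervals to 30 min, was referenced to a 6.5 mM cAMP positive control.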
EPAC1 ag: agonists of human EPAC1; Potency, µM (top dose mostly 154 µM), inactives show at the highest dose activation, hits mostly activators; EPAC1 agonist qHTS, biochemical assay; response scale: 100% = response to 6.5 mM cAMP; hit rate 0.073% among 360,000; AID 720707; note: potency is the fitted concentration of half-maximal effect; nearly all actives have a fitted effect of over 60% in size
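EPAC1 100 nM, Rap1B–BODIPY-GDP 250 nM, unlabeled GDP 50 uM; compound titration; 5 min RT; kinetic read ex480/em540 at 5-min intervals ×30 min; data normalized to 6.5 mM cAMP agonist control.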
WRN helicase inh: inhibitors of human WRN helicase. Q14191. WRN helicase unwinding, fluorescent forked duplex, kinetic. Potency, µM (doses to about 114 µM), without a hit: at the highest dose activity change, negative = inhibition, actives largely listed as inhibitors. hit rate 0.46% among 360,000. AID 651768; note: potency is the fitted concentration of half-maximal effect; % is set by controls: 0 for no effect and ±100 for the full control effect; nearly all actives have a fitted effect of over 55% in size
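WRN at 20 nM final preincubated with compound 15 min at room temperature; reaction started with 100 nM fluorophore/quencher forked duplex oligonucleotide and 2 mM ATP final. Unwinding followed kinetically by red fluorescence (ex 525, em 598 nm).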
CCT modulator: modulators of cytosolic chaperonin (CCT/TRiC) activity; purified chaperonin ATPase assay, HTRF ADP detection, 30 min; activity change, % (test concentration not listed), hits read low; hit rate 0.3% among 360,000; AID 651819; in the data active = activity change below about -30%; note: % is set by controls: 0 for no effect and ±100 for the full control effect
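First, chaperonin was dispensed at 40 nM or 20 nM final depending on batch activity. Next, compounds were pinned at 76 uM and ATP added at 10 uM. After 30 min at 37 °C, ADP detection reagents ran 30 min at ambient temperature.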
EPAC1 antag: blocks human EPAC1 exchange factor; O95398; EPAC1 GEF assay, Rap1b-BODIPY-GDP exchange fluorescence; Potency, µM (doses to about 115 µM), without a hit: at the top dose activity change, negative = inhibition, most hits filed as inhibitors; hit rate 0.14% among 360,000; AID 720709;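 note: potency is the fitted concentration of half-maximal effect; plate controls were vehicle for no effect and positive control for full effect; nearly all actives have a fitted effect of over 50% in size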
* = called active by the depositor; ? = inconclusive; · = no result given; [ ] = another dose, or the depositor's remark. Unless noted, calls come from the whole dose curve; as a rule, active = well fitted curve in the direction sought with a large enough effect; inconclusive = small, poorly fitted or top-dose-only effect, or another doubt; inactive = no such curve, though single readings can be large; an effect the other way counts as inactive or inconclusive. This is a subset. The share of hits here may be higher or lower than overall.

entry | SMILES | IL2 activator | PI5P4Ka inh | PLK1 PBD inh | EPAC2 agonist | EPAC1 ag | WRN helicase inh | CCT modulator | EPAC1 antag
1 | C#CCN(C[C@H]1[C@H](OC(=O)Nc2c(C)noc2C)[C@H](OC(=O)Nc2c(C)noc2C)C[C@@H](C(=O)OC)[C@H]1C(=O)OC)S(=O)(=O)c1ccc(C)cc1 | -0.2 | 7.0 | ? | 11.3% | 4.3% | -3.5% | 0.4 | -2.8%
2 | Fc1ccc2nc(N3CCCC3)sc2c1 | 1.5 | 1.2 | -3.4% | -0.2% | -2.9% | 5.3% | -0.1 | 5.0%
3 | Cc1cc(OCC(=O)NNC(=S)NC(=O)c2ccc(Br)o2)ccc1Cl | -2.5 | -24.3 | ? | -5.9% | 3.4% | 5.7% | -0.2 | 7.0%
4 | Nc1ccc(C(=O)Nc2ccc(OC(F)(F)C(F)F)c(NC(=O)c3ccc(N)cc3)c2)cc1 | -4.3 | -1.6 | -1.6% | 7.7% | 1.4% | -21.3% | 2.3 | -1.9%
5 | NC(=O)c1ccc(SCC(=O)OCC(=O)NCc2cccs2)c([N+](=O)[O-])c1 | -0.6 | -0.2 | -1.4% | 4.6% | 7.3% | -7.0% | -3.7 | -2.8%
6 | CC1CCC/C(=N/NC(=O)c2ccccc2-n2cccc2)C1 (centres undefined) | 1.6 | -4.5 | -10.7% | -9.3% | 4.1% | 5.7% | 1.5 | -10.1%
7 | O=[N+]([O-])c1ccc(-c2nn(-c3ccccc3)cc2/C=N/n2c(-c3cccs3)n[nH]c2=S)cc1 | -2.7 | -12.5 | -8.6% | 1.4% | 4.0% | 5.8% | -1.0 | 6.9%
8 | O=C(NCCC1CCCCN1S(=O)(=O)c1ccc(F)cc1)C(=O)NCCN1CCOCC1 (centres undefined) | -0.1 | 0.3 | -6.0% | -6.0% | -10.3% | -21.6% | -0.4 | -11.8%
9 | O=C(O)CCCN=CC1=C(O)CNC1=O | -0.2 | -5.9 | 29.9µM* | -7.4% | -0.4% | 6.7% | 2.5 | 4.4%
10 | CCn1c(C)c(CS(=O)(=O)c2ccccc2)[nH]c1=O | -0.6 | 2.7 | 3.36µM* | 11.2% | 3.1% | 17.8µM* | 0.8 | -10.4%
11 | Cc1ccc(Sc2ccc(C(=O)NC(C)C)cc2[N+](=O)[O-])cc1 | 0.2 | 4.7 | -7.8% | 3.2% | 6.9% | 8.4% | -0.7 | -3.3%
12 | CCOC(=O)c1cc(NC(=O)/C=C\C(=O)O)ccc1Cl | -0.3 | -0.4 | -6.8% | 8.3% | -2.1% | 4.2% | -2.0 | 1.1%
13 | Cc1cc(NC(=O)C(C)SCC(=O)N(C)CC(=O)Nc2ccc(Br)cc2C)no1 (centres undefined) | -3.0 | -7.0 | -10.8% | 12.8% | -1.3% | -33.9% | 0.9 | -5.9%
14 | Cc1ccccc1OCC(=O)Nc1sc2c(c1C#N)CCC2 | 1.7 | · | -0.5% | 2.4% | -1.5% | -0.2% | -0.2 | -0.5%
15 | O=C(Nc1ccccc1F)c1ccc2c(c1)CCN2S(=O)(=O)c1ccccc1 | -3.9 | 1.5 | 5.0% | 3.1% | 14.4% | -8.9% | -4.4 | -27.6%
16 | COc1ccccc1NS(=O)(=O)c1ccc(C(=O)NCC2(N(C)C)CCCCC2)cc1 | -3.9 | 0.2 | -2.0% | 0.5% | 0.2% | 9.0% | 0.8 | 12.1%
17 | CCOC(=O)C1(CCOc2ccccc2)CCN(Cc2cccc(OC)c2OC)CC1 | -3.7 | -7.5 | -10.1% | 5.2% | -2.9% | 3.3% | -0.5 | -1.2%
18 | C=CCN=C1SCC(=O)N1S(=O)(=O)c1ccc(C)cc1 | 1.9 | -2.0 | -7.0% | -1.7% | -1.6% | 0.7% | -8.3 | 3.4%
19 | CN1C(=CC=C2C=C(I)C(=O)C(I)=C2)C(C)(C)c2ccccc21 | -7.2 | -26.8 | 55.0%[activator] | 1.4% | 9.5% | 4.74µM* | -2.1 | -9.4%
20 | N#Cc1cccc(S(=O)(=O)NNC(=O)C23CC4CC(CC(C4)C2)C3)c1 | 0.2 | -9.3 | -3.5% | 2.2% | 5.9% | -16.9% | 0.1 | 1.7%
21 | COc1ccc(C2=NOC(C(=O)Nc3c(C)n(C)n(-c4ccccc4)c3=O)C2)cc1 (centres undefined) | 3.6 | -0.2 | -0.3% | 2.9% | 3.8% | 10.8% | -3.6 | -2.1%
22 | Cc1cc(F)ccc1S(=O)(=O)Nc1ccc(O)c(Sc2ncn[nH]2)c1 | 0.5 | -14.6 | -24.0% | 7.1% | 17.1% | -1.7% | -1.8 | 19.8%
23 | Cc1cccc(OCC(=O)OCC(=O)N2CCCc3ccccc32)c1C | 1.4 | 0.5 | 3.0% | 6.2% | 9.4% | 0.5% | 0.6 | -13.5%
24 | COC(=O)C1=CN(c2cc(C)cc(C)c2)C=C(C(=O)OC)C1c1cccc(F)c1 | -3.1 | 0.9 | -4.9% | 1.1% | -4.2% | 8.2% | -4.2 | -5.3%
25 | CC1=CC(c2ccc(Cl)cc2)n2ncnc2N1 (centres undefined) | 0.5 | -3.8 | -13.8% | 1.7% | -5.0% | -5.6% | 1.4 | -7.9%

Entries of single compounds as entered above. Order of values: IL2 activator | PI5P4Ka inh | PLK1 PBD inh | EPAC2 agonist | EPAC1 ag | WRN helicase inh | CCT modulator | EPAC1 antag
Listed for Nc1ccc(C(=O)Nc2ccc(OC(F)(F)C(F)F)c(NC(=O)c3ccc(N)cc3)c2)cc1 = -4.3 | -1.6 | -1.6% | 7.7% | 1.4% | -21.3% | 2.3 | -1.9%
Listed for C=CCN=C1SCC(=O)N1S(=O)(=O)c1ccc(C)cc1 = 1.9 | -2.0 | -7.0% | -1.7% | -1.6% | 0.7% | -8.3 | 3.4%

Other results
entry | SMILES | IL2 activator | PI5P4Ka inh | PLK1 PBD inh | EPAC2 agonist | EPAC1 ag | WRN helicase inh | CCT modulator | EPAC1 antag
26 | Cc1nn(C)cc1/C=N/NC(=O)C(C)(C)Oc1ccc(Cl)cc1 | 2.8 | · | -2.8% | 7.7% | -1.3% | -2.5% | -3.4 | 5.3%
27 | O=C(COC(=O)CNC(=O)c1ccc(Cl)cc1)Nc1ccc2c(c1)OCCO2 | -2.2 | 0.9 | 5.4% | 0.1% | -1.1% | 4.6% | -0.9 | -12.0%
28 | CC1(C(=O)Nc2ccc3c(c2)OCO3)Cc2c(-c3ccccc3)ccnc2O1 (centres undefined) | 0.2 | 1.2 | -10.7% | 8.6% | 3.1% | 0.7% | -1.0 | -8.7%
29 | Cc1cc(C)nc(NC(=O)CSc2ccccn2)n1 | -0.1 | · | -12.5% | 10.8% | 8.2% | -1.0% | -1.1 | 0.8%
30 | COC(=O)c1sccc1NC(=S)Nc1cc(OC)ccc1OC | -0.6 | -3.3 | -7.9% | 7.0% | 2.2% | -7.3% | -0.6 | 13.1%
31 | CCc1oc(C(=O)O)cc1CN(CC)CC | -1.6 | · | -8.2% | 18.0% | 13.3% | -8.3% | -3.3 | -2.9%
32 | Cc1cc(/C=C(/C#N)C(=O)Nc2ccccc2)c(C)n1-c1cccnc1 | 1.8 | 6.1 | -4.1% | 9.6% | 14.8% | -8.4% | 0.0 | 0.0%
33 | Cc1cc(C)nc(N2CCN(C(=O)CCC(=O)Nc3nnc(CC(C)C)s3)CC2)n1 | -0.4 | -0.3 | -12.8% | 3.8% | 15.4% | 10.0% | -1.6 | 16.6%
34 | CCOc1ccc(CN2C(=O)c3ccccc3C2C(=O)NC(C)CC)cc1OC (centres undefined) | -0.5 | 0.6 | -7.4% | 2.2% | 6.2% | 7.4% | -0.4 | -3.1%
35 | N#CCC(=N)N1CCN(c2ccccc2Cl)CC1 | -2.0 | 9.7 | -7.1% | 1.3% | 12.2% | -14.1% | 1.9 | -20.5%
36 | NS(=O)(=O)c1cccc(NC(=O)CCCNC(=O)c2ccc(Cl)cc2)c1 | -0.6 | 3.7 | -6.5% | 0.4% | -10.7% | -2.4% | -0.7 | ?
37 | O=C(CCCCCCC(=O)Nc1ccccc1)NO | -0.7 | · | · | 5.2% | 13.8% | · | · | -11.9%
38 | CC(C)CNc1c(N)c(=O)oc2ccccc12 | -1.8 | · | -10.0% | 1.8% | 0.2% | -23.2% | 2.7 | 10.3%
39 | COc1cc2c(cc1OC)CN(c1nc(CN3CCOCC3)nc3sc4c(c13)CCC(C)C4)CC2 (centres undefined) | -1.0 | -5.5 | -3.5% | -7.9% | 12.5% | -6.9%[57.1 µM] | 0.2 | -2.4%
40 | COc1cccc(C(=O)/C=C/c2ccc(OCC#N)c(OC)c2)c1 | -0.9 | 11.3 | -1.4% | 12.9% | 1.1% | -32.2%[57.1 µM] | -1.8 | 22.4µM*
41 | O=C(c1ccccc1)c1ccc(OCC(=O)N2CCOCC2)cc1 | 0.8 | -3.7 | 1.5% | -6.0% | 1.6% | 7.3% | -2.5 | -3.2%
42 | O=C(CN1C(=O)/C(=C/c2ccco2)SC1=S)Nc1ccc(O)c(C(=O)O)c1 | 0.3 | ? | ? | -9.3% | 1.8% | -1.5% | 0.3 | 2.3%
43 | O=C(CSc1ncnc2c1cnn2-c1ccccc1)Nc1ccc2c(c1)OCO2 | -4.6 | -6.7 | -5.5% | 5.8% | -1.4% | -22.3% | 0.3 | 2.0%
44 | COC(=O)COc1ccc2c(-c3ccc(OC)cc3)cc(=O)oc2c1 | 0.0 | 3.5 | -1.3% | 9.5% | 8.3% | -25.9% | 0.8 | -8.6%
45 | Cc1ccc(C)c(NC(=O)C2CCCN(S(=O)(=O)c3ccc4[nH]c(=O)ccc4c3)C2)c1 (centres undefined) | 0.7 | -8.5 | -9.0% | 4.9% | 3.6% | 1.0% | 0.6 | -28.5%
46 | FC(F)(F)c1cccc(-c2cc3nc(NCCOc4ccccc4)ccn3n2)c1 | -1.1 | 40.4 | -2.6% | -2.9% | -2.4% | -10.6% | 1.1 | -26.8%
47 | Cc1nnc(NC(=O)C2CCN(S(=O)(=O)c3ccc(F)c(F)c3)CC2)o1 | 0.2 | 8.0 | -5.3% | 10.8% | 6.9% | 0.3% | -4.0 | 2.2%
48 | CSc1ccc(Cl)c(C(=O)Nc2ccc(C)cn2)c1 | -2.0 | 5.5 | -3.0% | -1.6% | -4.8% | 1.6%[57.1 µM] | 2.5 | 9.5%
49 | COc1ccc(C(=O)N2CCOC2CNC(=O)C(=O)NCc2ccccc2)cc1 (centres undefined) | -3.3 | -3.0 | -1.9% | 3.9% | -2.2% | 3.5% | 1.6 | -8.2%
50 | Cc1csc(NC(=O)C(C)Oc2ccc(Br)cc2)n1 (centres undefined) | -5.7 | -3.4 | -1.0% | 10.7% | -0.5% | 5.5% | -2.3 | 4.1%

Taken from above.
For EPAC1 ag, no. 27 has the entry -1.1%
For CCT modulator, no. 46 has the entry 1.1

High-throughput results as filed in PubChem.
